Screens deposited in PubChem by The Scripps Research Institute Molecular Screening Center.
sPLA2-III inh: Blocks human group III sPLA2 activity | QFRET BODIPY PC-A2 liposome hydrolysis, fluorescence | inhibition, % at 12.2 µM | 0.56% of 370,000 active | AID 743126;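 active = inhibition above mean plus 3 SD of compounds lying within the high and low control bounds, cut at about 19% in these data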;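 note: 0% = median of test compound wells and 100% = no enzyme DMSO wells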
PLCg1 inh: blocks human PLC-gamma1 enzyme activity. AID 720700. purified PLC-gamma1, fluorogenic substrate, fluorescence. P19174. inhibition, % at 12.2 µM. 0.84% of 370,000 active; in the data active = inhibition above about 9.5%
ssDAF12 agonist: activates DAF-12 receptor from parasite S. stercoralis. HEK293 ssDAF-12/GRIP1 lit1-tk-luc reporter, luminescence; % of 3 µM dafachronic acid response. activation, % at 6.8 µM. 1% of 370,000 active;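 active = activation above the mean over all tested compounds plus 3 SD, cut at about 0.9% in these data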;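 note: 0% = DMSO-only wells and 100% = 3 µM delta7-dafachronic acid wells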
DAX1 inh-1: NR0B1 (DAX1) inhibition | AID 504766 | inhibition, % at 6.75 µM | HEK293 Gal4-DAX1 luciferase reporter, luminescence | 0.99% of 340,000 active | P51843;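 active = inhibition above the mean over all tested compounds plus 3 SD, cut at about 4.2% in these data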;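 note: 0% = DAX1-transfected cells with DMSO and 100% = empty-vector control cells with DMSO; inhibition shows as a rise in luminescence from relieved DAX1 repression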
Target sequence (P51843 207-470 limits assumed): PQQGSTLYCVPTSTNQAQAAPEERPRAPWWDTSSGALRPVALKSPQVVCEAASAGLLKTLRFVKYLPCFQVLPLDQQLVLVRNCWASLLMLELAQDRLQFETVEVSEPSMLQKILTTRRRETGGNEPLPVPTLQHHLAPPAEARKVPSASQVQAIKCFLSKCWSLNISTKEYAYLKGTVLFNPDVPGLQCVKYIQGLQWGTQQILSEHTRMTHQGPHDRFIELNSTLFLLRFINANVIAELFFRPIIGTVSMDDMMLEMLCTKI
hgDAF12 agonist: agonists of H. glycines DAF-12 nuclear receptor; 1.8% of 370,000 active; HEK293 GAL4-hgDAF12 UAS-luciferase reporter, agonist luminescence; normalized to butyrate control; activation, % at 6.8 µM;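 active = activation above a cutoff set at the mean of all screened compounds plus 3 SD, cut at about 10% in these data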;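 note: 0% = DMSO wells and 100% = sodium butyrate wells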
ADAM17 inh: ADAM17 inhibition, QFRET primary screen. P78536. recombinant ADAM17, EDANS/DABCYL FRET peptide cleavage. inhibition, % at 6.95 µM. 0.83% of 370,000 active;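 active = inhibition above the mean of compounds lying between control limits plus 3 SD, set per campaign, cut at about 8.5% in these data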;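 note: 0% = DMSO-only wells as the low control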
Target sequence (P78536 215-824 limits assumed): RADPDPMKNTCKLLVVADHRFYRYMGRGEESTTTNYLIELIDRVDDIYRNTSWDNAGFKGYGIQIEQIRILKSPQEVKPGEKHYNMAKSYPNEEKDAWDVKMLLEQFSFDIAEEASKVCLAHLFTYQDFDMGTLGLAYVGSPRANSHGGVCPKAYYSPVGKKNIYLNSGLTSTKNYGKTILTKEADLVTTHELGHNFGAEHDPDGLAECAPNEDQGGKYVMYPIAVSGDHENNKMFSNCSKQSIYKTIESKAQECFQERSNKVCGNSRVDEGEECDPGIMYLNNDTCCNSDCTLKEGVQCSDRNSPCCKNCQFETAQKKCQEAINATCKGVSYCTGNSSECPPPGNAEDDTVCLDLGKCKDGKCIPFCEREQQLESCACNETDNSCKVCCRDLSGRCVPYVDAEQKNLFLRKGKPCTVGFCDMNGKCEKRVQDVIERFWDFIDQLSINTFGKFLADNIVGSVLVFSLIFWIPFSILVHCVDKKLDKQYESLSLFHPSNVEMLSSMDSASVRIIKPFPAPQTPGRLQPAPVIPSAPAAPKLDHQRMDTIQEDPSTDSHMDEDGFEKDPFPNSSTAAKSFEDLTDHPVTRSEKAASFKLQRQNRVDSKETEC
ADAM10 inh: inhibits human ADAM10. O14672. recombinant ADAM10, EDANS/DABCYL FRET peptide cleavage, 3 h. inhibition, % at 7 µM. 0.62% of 370,000 active;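 active = inhibition above a per-campaign cutoff equal to the mean of compounds falling between control-based bounds plus 3 SD, cut at about 20% in these data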;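 note: 0% = DMSO wells while the 100% control is not disclosed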
FXN GAA850 act: activators of GAA850 frataxin (FXN) promoter | HEK293 lucGAA850 FXN promoter luciferase reporter, 24 h; percent of 10 µM SAHA response | activation, % at 6 µM | 0.56% of 360,000 active | AID 540364;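 active = activation above the average of all compounds screened plus 3 SD, cutoff fixed separately per campaign, cut at about 7.5% in these data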;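 note: 0% = DMSO wells and 100% = 10 µM SAHA wells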
PLCb3 inh: inhibitors of human phospholipase C beta3 | Q01970 | Purified PLC-beta3, fluorogenic substrate, fluorescence | inhibition, % at 12.2 µM | 0.18% of 370,000 active; in the data active = inhibition above about 11%;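 note: 0% = median of compound wells on plate and 100% = full blocker control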
DAX1 inh-2: DAX1 (NR0B1) inhibition, primary screen. HEK293T StAR-luciferase reporter, SF-1/DAX-1 repression relief. inhibition, % at 6.8 µM. 1.1% of 370,000 active. AID 652010;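 active = inhibition above the mean over all tested compounds plus 3 SD, cut at about 3.6% in these data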;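 note: 0% = DAX-1 cells with DMSO and 100% = cells lacking DAX-1 with DMSO; higher inhibition means more luminescence from relief of DAX-1 repression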
hcDAF12 agonist: activators of H. contortus DAF-12 nuclear receptor; 1.4% of 370,000 active; activation, % at 6.8 µM; HEK293 hcDAF-12 lit1-tk-luc reporter, luminescence; 0% DMSO, 100% Δ7-dafachronic acid; AID 652067;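 active = activation above the mean of all tested compounds plus 3 SD, cut at about 5.5% in these data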;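 note: 100% = response to 3 µM Δ7-dafachronic acid high control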
Starred values were filed as active, the others as inactive; i = inactive; / = no result given.

SMILES	sPLA2-III inh	PLCg1 inh	ssDAF12 agonist	DAX1 inh-1	hgDAF12 agonist	ADAM17 inh	ADAM10 inh	FXN GAA850 act	PLCb3 inh	DAX1 inh-2	hcDAF12 agonist
C/C(CC(=O)Nc1cc(Cl)ccc1C)=N\NC(=O)C(=O)N1CCCC1	-9	1	-0.8	0.2	-1.6	-1	1	-1.2	-6	-0.2	-1.6
COC(=O)c1cccc(NC(=O)Nc2ccc(Cl)cc2)c1	-5	2	-1.7	/	3.1	3	5	-0.1	-6	-0.1	-0.8
O=C(Cn1ccccc1=O)c1ccc(Cl)cc1	1	0	-1.9	-1.8	0.3	-2	-9	2.3	3	-0.4	-0.9
CS(=O)(=O)NCCCCCCNS(C)(=O)=O	0	-1	0.6	1.1	0.0	-1	-1	1.0	3	0.1	-0.6
ClC1(Cl)CC1CSc1nnc(-c2ccncc2)o1 (centres undefined)	-2	-1	-1.1	1.6	3.4	-2	0	-0.6	-4	0.8	-0.5
COCCN(C(=S)Nc1ccc(OC)cc1)C1CCN(C(C)=O)CC1	10	-1	-1.1	-0.6	-1.3	-4	5	0.4	2	0.2	0.2
O=C(OCC1OC2OC3(CCCCC3)OC2C2OC3(CCCCC3)OC12)c1ccccc1 (centres undefined)	6	1	-0.4	-0.9	1.2	2	-2	0.7	-1	1.1	0.2
Cc1cc(C)n2cc(CSc3nc4ccccc4[nH]3)nc2n1	-1	-10	-1.0	0.4	1.7	-6	-19	2.1	-9	-0.2	-0.8
COc1ccc(C2CC(c3ccc(Br)cc3)=NN2C(=S)Nc2ccccc2)cc1 (centres undefined)	6	2	-1.1	0.6	6.5	-3	i	3.4	-1	0.3	-0.2
C/C(Sc1nnc(Cc2ccccc2)o1)=C(\O)c1ccccc1	-3	-1	-1.2	-0.4	0.4	-2	-5	0.3	3	-1.7	-0.6
O=C(CNC(=O)c1cccs1)OCC(=O)c1ccc2ccccc2c1	1	-111	-1.1	-0.6	3.2	-28	-74	0.6	-149	-0.1	-0.6
Cc1ccc(C(=O)NCCCC(=O)O)o1	4	0	-1.2	2.2	4.0	-6	-11	-2.4	4	-0.6	-0.5
Cc1onc(-c2ccccc2Cl)c1C(=O)NCCN1Cc2ccccc2C1=O	12	-2	-1.4	0.3	1.2	-8	3	-1.1	1	0.3	-1.4
O=C(CSc1n[nH]c(-c2cccnc2)n1)OC1CCCCC1	2	-1	-1.7	-0.7	4.4	-4	-3	0.2	-2	-0.2	-1.3
COc1cc(NC(=O)c2ccc3c(c2)OCO3)ccc1NC(=O)c1ccco1	4	1	-1.6	1.1	-2.1	-1	7	-0.7	0	-0.9	-1.7
COc1ccc(CNC(=O)O[C@@H]2C[C@H]3C(=O)N(c4ccccc4)C(=O)[C@H]3[C@@]3(CN(S(=O)(=O)c4ccc(C)cc4)C[C@H]3C)[C@@H]2O)cc1OC	-34	5	-1.1	2.4	-0.8	6	20*	-6.6	5	-2.2	-0.1
Cc1ccc(NC(=O)CN2C(=O)c3ccccc3C2=O)cc1	7	6	-0.5	-0.6	2.2	5	13	0.7	6	0.0	-1.7
O=C(OCCCOC(=O)c1ccc(O)cc1)c1ccc(O)cc1	-27	1	-0.4	-1.1	-4.9	-2	2	0.1	-11	-0.6	2.9
COc1cc(NC(=O)c2ccco2)c(OC)cc1NC(=O)Nc1ccc(Cl)cc1	-7	-10	-0.8	-1.8	0.7	-1	1	-0.3	-31	0.2	-1.9
O=S(=O)(Cc1ccccc1)Cc1cnc(Cl)s1	-3	6	-1.4	-0.6	-0.6	3	1	2.4	-3	1.6	-0.6
Cc1ccc(S(=O)(=O)NNC(=O)c2ccncc2)cc1	7	3	-1.7	0.2	-1.4	-4	-2	-0.3	0	0.3	2.7
CCN(CC)S(=O)(=O)c1ccc(C(=O)NNC(=O)c2csc(N3CCOCC3)n2)cc1	7	-3	-0.8	1.1	2.7	-1	-6	-0.4	-14	-0.7	0.0
COC(=O)c1ccccc1NC(=O)Nc1cc(C)ccn1	9	-4	-0.9	0.3	5.3	-9	-23	0.0	-5	0.7	-1.2
CCN1CCN(C(=S)Nc2ccc(Cl)c(Cl)c2)CC1	5	-15	-0.9	-2.3	-3.8	-6	-20	1.8	-12	-0.3	1.7
O=C(c1ccco1)N1CCN(S(=O)(=O)c2ccc(Cl)cc2)CC1	5	8	-0.5	0.8	-1.7	4	7	2.8	-2	0.1	-2.3
COc1ccc(NC(=O)COC(=O)c2ccc(OCc3ccc(Cl)cc3Cl)c(OC)c2)c(OC)c1	10	1	-1.0	1.6	0.4	-2	-13	1.7	-2	-0.6	0.1
COC(=O)c1ccc(C(=O)OC)c(NS(=O)(=O)c2ccc(NC(C)=O)cc2)c1	10	-318	-0.4	-0.4	-2.9	-170	i	2.3	-386	0.1	-0.8
Cc1ccc(NC(=S)N2CCN(c3ncccn3)CC2)c(C)c1	18	1	-1.6	2.8	0.2	-6	-5	-0.1	0	0.0	-1.1
O=C(c1cc(-c2ccccc2)on1)N1CCC(Oc2cccnc2)CC1	-10	-1	-1.8	/	1.6	0	1	/	1	-1.6	-2.2
Cn1nc(C(=O)NCCc2ccc(S(N)(=O)=O)cc2)c2ccccc2c1=O	-1	3	-0.7	0.0	-0.7	-1	0	1.7	-6	0.1	-1.5
Cc1[nH][nH]c(=O)c1C(c1cc([N+](=O)[O-])ccc1O)c1c(C)[nH][nH]c1=O	-6	3	-1.4	-0.8	0.1	1	2	-1.6	4	-0.2	-0.8
Cc1cc(Nc2cccc(Cl)c2Cl)n2ncnc2n1	-3	13*	-1.0	0.4	-2.8	3	7	1.2	-1	-0.8	-1.1
COc1ccc2nc(N3C(=O)C(O)=C(C(=O)c4ccco4)C3c3ccccc3OC)sc2c1 (centres undefined)	-5	-53	-0.3	0.7	2.8	1	-15	2.5	-86	0.6	1.9
O=C(COC(=O)c1cncc(Br)c1)NC1CCCCC1	6	-2	-0.9	1.2	-3.0	-3	-5	1.1	-11	0.7	-2.3
CC(C)c1c(C(=O)N/N=C/c2ccoc2)nnn1-c1nonc1N	-4	3	-0.8	-0.7	-0.4	4	0	-1.1	-6	-0.4	1.1
COc1ccccc1C(=O)NCC(c1ccco1)N1CCc2ccccc21 (centres undefined)	2	0	0.2	-1.0	-2.1	-1	4	-0.9	-1	-0.8	-0.4

3 entries from above, arranged by heavy-atom count, ascending.
SMILES	sPLA2-III inh	PLCg1 inh	ssDAF12 agonist	DAX1 inh-1	hgDAF12 agonist	ADAM17 inh	ADAM10 inh	FXN GAA850 act	PLCb3 inh	DAX1 inh-2	hcDAF12 agonist
Cc1cc(Nc2cccc(Cl)c2Cl)n2ncnc2n1	-3	13*	-1.0	0.4	-2.8	3	7	1.2	-1	-0.8	-1.1
CC(C)c1c(C(=O)N/N=C/c2ccoc2)nnn1-c1nonc1N	-4	3	-0.8	-0.7	-0.4	4	0	-1.1	-6	-0.4	1.1
COc1ccc(NC(=O)COC(=O)c2ccc(OCc3ccc(Cl)cc3Cl)c(OC)c2)c(OC)c1	10	1	-1.0	1.6	0.4	-2	-13	1.7	-2	-0.6	0.1

Other entries:
SMILES	sPLA2-III inh	PLCg1 inh	ssDAF12 agonist	DAX1 inh-1	hgDAF12 agonist	ADAM17 inh	ADAM10 inh	FXN GAA850 act	PLCb3 inh	DAX1 inh-2	hcDAF12 agonist
O=C1/C(=C/c2ccncc2)SC(=S)N1Cc1ccccc1	-17	0	-2.3	-0.3	3.0	0	3	-2.5	-11	0.3	-0.5
CS(=O)(=O)c1nc2ccccc2n1Cc1ccccc1	7	2	-1.0	-0.7	-3.0	-2	2	4.9	3	-0.8	-1.8
OC(c1ccc(F)c(F)c1)c1nc(-c2cccs2)cs1 (centres undefined)	7	0	-1.1	/	2.9	-2	0	1.8	-3	-0.4	-0.4
Cc1nn(C)c(C(=O)Nc2ccc(Cn3cccn3)cc2)c1[N+](=O)[O-]	1	-1	-1.2	2.8	-1.4	-3	1	1.3	3	0.9	-2.4
c1ccc(-n2nnnc2NC2CCCCCC2)cc1	-1	4	-2.2	-2.7	-0.3	-2	5	2.6	4	-3.2	-2.3
C[C@]1(C(=O)NCc2cc(F)cc(C(F)(F)F)c2)C=C[C@@H](Cc2ccccc2)N1C(=O)c1ccccc1	3	2	-0.8	0.2	-1.7	3	7	4.3	-3	-0.3	-1.2
CCCNC(=O)CCCCn1c(=S)[nH]c2c([nH]c3ccc(OC)cc32)c1=O	5	-3	-0.4	1.3	-3.4	-2	2	0.0	-1	-0.2	-0.6
Cc1ccc(CNS(=O)(=O)c2cc3c4c(c2)C(C)C(=O)N4CCC3)cc1 (centres undefined)	-30	-10	-0.5	-0.3	-2.2	-15	-30	0.5	-26	-0.7	-1.0
CC1=CC2=NC(=O)/C(=C/c3cccs3)C(=N)N2O1	-27	-5	-0.9	0.1	0.4	-10	-21	2.7	-11	-0.1	-0.6
CC1(C(=O)NCC2CCOCC2)Cc2c(-c3cccc(C(N)=O)c3)ccnc2O1 (centres undefined)	3	-2	-1.0	/	-0.7	-2	-1	-0.8	0	-1.1	-0.4
Cc1ccc2nc(C3CCCCC3)c(Cc3cccc(F)c3)n2c1	15	-2	-1.4	/	0.4	-13	-37	/	-9	0.2	-3.1
COC(=O)c1c(NC(=O)C(C)C)sc(C(=O)N2CCOCC2)c1C	-2	-4	-0.7	0.6	1.0	-3	-5	1.3	-9	-0.2	0.0
COc1ccc(C(=O)Nc2ccc3c(c2)C(=O)N(C)[C@H]2CC[C@H](CC(=O)NCC4CC4)O[C@@H]2CO3)cc1	-11	7	-1.1	/	1.2	-7	0	/	7	1.4	-0.9
COC(=O)[C@@]1(C)[C@H]2C(=O)N(Cc3ccccc3)C(=O)[C@H]2[C@H]2CN=C(SCc3ccc(C#N)cc3)N21	1	0	-1.4	-0.1	0.3	-4	-12	13*	1	0.2	0.2
CC(C)[C@@H](C(=O)N1CCNCC1)n1cc(CCO)nn1	7	1	-0.8	-0.2	-0.6	-4	-6	-1.2	-2	0.3	-0.9
Cc1ccc(C(=O)OCC(=O)NC2CCCC2)cc1	0	1	-1.1	0.6	1.7	-3	-1	-0.9	-2	0.5	-0.6
CN1CCCc2cc(C#N)c(=O)[nH]c21	1	i	-0.9	2.9	-1.4	i	i	-0.2	i	-0.5	1.1
O=C(NC(C(=O)c1ccccc1)c1ccccc1)c1ccccc1 (centres undefined)	-9	-2	-0.3	-1.0	2.9	-4	-4	0.3	-2	0.6	0.2

Look-ups from above.
Entry for Cc1ccc(C(=O)OCC(=O)NC2CCCC2)cc1 in hcDAF12 agonist: -0.6
Entry for COc1ccc(C(=O)Nc2ccc3c(c2)C(=O)N(C)[C@H]2CC[C@H](CC(=O)NCC4CC4)O[C@@H]2CO3)cc1 in ssDAF12 agonist: -1.1
Entry for CC(C)[C@@H](C(=O)N1CCNCC1)n1cc(CCO)nn1 in ssDAF12 agonist: -0.8
Entry for O=C(NC(C(=O)c1ccccc1)c1ccccc1)c1ccccc1 (centres undefined) in hcDAF12 agonist: 0.2
Entry for COC(=O)[C@@]1(C)[C@H]2C(=O)N(Cc3ccccc3)C(=O)[C@H]2[C@H]2CN=C(SCc3ccc(C#N)cc3)N21 in PLCb3 inh: 1
